Bioassay records as filed in PubChem.
mec2-1: NCI yeast anticancer drug screen, S. cerevisiae mec2-1 strain; % growth inhibition at 50 µM; 79,000 compounds, 9% hits;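 also: 0% = growth of vehicle-only cultures of the same strain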
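mec2-1 yeast strain, carrying an alteration in DNA damage repair or cell cycle control, was exposed to compounds; growth inhibition was measured relative to vehicle-treated controls.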
cln2 rad14: NCI yeast anticancer drug screen, S. cerevisiae cln2 rad14 strain | AID 165 | 78,000 compounds, 8.3% hits | growth inhibition, % at 50 µM;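 also: 0% = growth of vehicle-only cultures of the same strain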
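Each compound was tested on cln2 rad14 yeast. Inhibition of growth was calculated against vehicle-exposed controls.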
yeast sgs1 mgt1: NCI yeast anticancer drug screen, S. cerevisiae sgs1 mgt1 strain. % growth inhibition at 50 µM. 78,000 compounds, 10% hits. AID 161;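 also: 0% = growth of vehicle-only cultures of the same strain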
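This yeast growth screen uses a strain with defined DNA-repair lesions; compound-treated growth is compared with vehicle-treated growth.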
mlh1 rad18: NCI yeast anticancer drug screen, S. cerevisiae mlh1 rad18 strain; % growth inhibition at 50 µM; 79,000 compounds, 11% hits;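 also: 0% = growth of vehicle-only cultures of the same strain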
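Inhibition values reflect reduced growth of mutant yeast versus vehicle-treated controls following compound exposure; the mutations affect DNA damage repair.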
yeast rad50: NCI yeast anticancer drug screen, S. cerevisiae rad50 strain | growth inhibition, % at 50 µM | 79,000 compounds, 10% hits | AID 155;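 also: 0% = growth of vehicle-only cultures of the same strain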
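DNA repair mutant yeast, compound exposure, growth read-out; inhibition is taken relative to vehicle.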
yeast bub3: NCI yeast anticancer drug screen, S. cerevisiae bub3 mutant strain; growth inhibition, % at 50 µM; AID 167; 78,000 compounds, 9.9% hits;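 also: 0% = growth of vehicle-only cultures of the same strain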
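Compounds were applied to a genetically altered yeast strain carrying a cell-cycle control defect. Growth inhibition was scored against vehicle-treated controls.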
* hit, by the source's call; nt = no result given; & = joins results of further samples; ! = not active in a repeat. Rule as the data show it: active = growth inhibition above about 70%; inactive = the rest.

canonical_smiles,yeast bub3,cln2 rad14,mlh1 rad18,yeast sgs1 mgt1,mec2-1,yeast rad50
CC(=O)CC(=O)NCCNC(=O)CC(C)=O,-5,6,9,10,-12,-5
N#CCCNc1ccc2c(c1)Cc1ccccc1-2,12,-14,-28,19,3,2
CC1CC(OC(=O)c2ccccc2)CCC1=O (stereo not given),16,14,-8,-8,-3,-6
CP(=O)(c1ccccc1)c1ccccc1,5,6,42,18,13,12
O=C(Nc1ccccc1)c1cc2cc(N=Nc3ccc(Br)cc3)ccc2oc1=O,-17,16,-13,0,-5,4
CC(=O)Nc1ccc(Nc2cc(S(=O)(=O)O)c(N)c3c2C(=O)c2ccccc2C3=O)cc1,-19,-14,-27,-36,-26,-22
CCOC(NC(=O)CC)(C(F)(F)F)C(F)(F)F,2,-3,-37,-50,-25,4
CS(=O)(=O)c1nc(Cl)c2[nH]c(Cl)nc2n1,12,-11,22,5,-20,17
CCN(CCOC)C(c1ccccc1)C(O)c1ccccc1 (stereo not given),5,-11,2,-10,-17,-22
O=C(NCCCCN1CCCC1)C(c1cc2ccccc2s1)C1CCCCC1 (stereo not given),24,4,33,42,9,20
O=C([O-])c1ccc2c(c1)-c1nc-2nc2[n-]c(nc3nc(nc4[n-]c(n1)c1ccc(C(=O)[O-])cc41)-c1ccc(C(=O)[O-])cc1-3)c1ccc(C(=O)[O-])cc21.[Gd+3].[K+],18,24,-12,-12,-11,-13
S=c1nc(Cl)cc2[nH]c(Cl)cn12,79*,77*,97*,47,82*,79*
CCCn1cnc2c(SCc3ccc(Cl)cc3Cl)nc(N)nc21,98*,97*,96*,97*,97*,97*
COC(=O)Nc1ccc(C)cc1[N+](=O)[O-],6,-50,-1,-13,-9,6
C=C1CC2(CCCC3(C)CCC(C(C)C)CC32C)OC1=O (stereo not given),21,14,0,25,17,34
CC1=C(O)CC(=O)C1,6,0,-9,-7,-9,-14
CSc1nsc(SC)c1C(N)=O,16,12,-1,15,-18,0
CCOC(=O)C1=NN(c2ccccc2)C2=CC(C)=NN(C)C(=S)N21,40,9,3,-3,22,-26
CCN(CC)Cc1cc(Nc2ncnc3scc(C)c23)ccc1O,-8,-13,-26,-11,3,-6
O=C(O)C(O)C(O)C(OC1OC(CO)C(O)C(O)C1O)C(O)CO.[Br][Pt].[NH-]C1CCCCC1[NH-] (stereo not given),84*,72*,56,90*,63,68
O=COCCOC=O,10,21,14,-24,6,20
C[N+](C)(C)C1CC([N+](C)(C)C)C2c3ccccc3C21 (stereo not given),-3,-9,4,2,23,-15
C1CCC(C2CCCC[N-]2)[N-]C1.C1CCC(C2CCCC[N-]2)[N-]C1.[Cl][Ru][Cl] (stereo not given),-1,7,19,29,9,47
CCCS(=O)(=O)CCC(=O)c1ccccc1,1,-14,3,-9,-8,-4
Cc1[nH]c(=O)nc(NNCc2ccc(Cl)cc2)c1C(=O)Nc1ccc(Cl)cc1,-15,-3,3,17,21,7
NS(=O)(=O)c1ccc(Cl)c2ccccc12,10,-11,41,33,-3,49
CCOC(=O)CN1CC(C2=C(O)CN(CC(=O)OCC)C2=O)=CC1=O,10,29,-27,-13,10,1
COC1(OC)N=C(N)C2(C#N)C(C)=C3NCN(C)N=C3C12C#N (stereo not given),-34,-7,-51,-44,3,8
CC(=O)[C@@]1(O)CC[C@H]2[C@@H]3CC=C4C[C@@H](Cl)CC[C@]4(C)[C@H]3CC[C@@]21C,8,-3,7,14,5,-17
N#CC1=C(O)/C(=C\C=C\c2ccccc2)N(C(=O)c2ccccc2)C1=N,-7,10,19,-6,-8,12
COc1ccc(C2(C)OC(=O)c3ccccc32)c2ccccc12 (stereo not given),73*,39,66,46,50,71*
Cn1c2c(c3ccccc31)CCN(CCCCN1CCN(c3cccc(Cl)c3)CC1)C2=O,-21,4,-20,-43,-16,4
O=C1COc2cc(O)cc(O)c21,20,4,8,8,4,10
CSc1nc(N)c2cnn(C3OC(CO)C(O)C3O)c2n1 (stereo not given),12,7,22,15,3,10
CCOc1ccccc1N1C(=O)CSC1=S,49,-14,30,51,14,15
Cc1ccc(NC(=O)OCC(F)(F)C(F)(F)C(F)(F)F)c(NC(=O)OCC(F)(F)C(F)(F)C(F)(F)F)c1,-4,-34,13,-9,-12,-9
COc1ccc(C=C(C(=O)CCN(C)C)C(=O)CCN(C)C)cc1,-22,-17,-77,-11,-10,-19
CN(C)CCC(=O)c1cccnc1,6,-5,-1,-3,-17,10
CCCCCCCCCCCCCCCCCCCCC(C(=O)OCC)S(=O)(=O)O (stereo not given),-14,-10,-11,-19,-33,-37
CCOc1ccc(N2C(=O)/C(=C/c3ccc(N(CCC#N)CCC#N)cc3)N=C2c2cc([N+](=O)[O-])ccc2Cl)cc1,9,18,-7,-10,-1,6
CCC(c1cccc(OC)c1)C(C(=O)O)c1ccc(OC)cc1 (stereo not given),7,7,27,13,18,5
O=C(OC1CCC(c2ccccc2)C1)c1cc([N+](=O)[O-])cc([N+](=O)[O-])c1 (stereo not given),44,-4,58,29,26,35
Cc1cc2nc3ccc(O)cc3[n+](C)c2cc1N,16,31,26,32,29,58
Cc1ccc(N(C(=O)c2ccc(Cl)cc2)C(=S)C#N)cc1,23,-14,15,38,18,39
CCOC(=O)CN=c1nc(SC)sc2c(C(=O)OCC)nc(Sc3ccccc3)n12,-11,14,9,2,-7,1
NC(=O)CCC(N)=O,17,-5,1,5,6,23
CCOC(=O)c1cc(/C=C/c2ccc(Cl)cc2Cl)on1,-36,-41,-46,-43,-53,-31
NC(=O)N/N=C/c1cccc([N+](=O)[O-])c1,26,-32,0,-6,28,-7
O=C(NO)Nc1cccc(Cl)c1,0,-43,46,22,0,4
CC(C)C(=O)/C=C/c1c(Cl)cccc1Cl,55,46,44,48,42,27
CCOc1cc(C=O)c2c(ccc3ccc(OC)c(OC)c32)c1OC,82*,83*,-12,85*,91*,86*
Cc1ccc(S(=O)(=O)OC(CI)C2OC(c3ccccc3)OC3COC(c4ccccc4)OC32)cc1 (stereo not given),16,9,26,8,13,0
O=[N+]([O-])c1ccc(NN=C2CCCCCC2)c([N+](=O)[O-])c1,7,-99,0,8,8,6
O=C1OC(/C=C/c2ccccc2)=NC/1=C\c1ccc(O)cc1,15,20,1,18,12,18
FC1(F)SC2c3ccccc3CC2C1(F)F (stereo not given),8,-47,10,8,6,20
CO/C(=N\N=C\c1ccc(OC)cc1OC)c1ccncc1,10,28,5,19,-1,22
O=C1C(CO)C(CO)C(CO)C1CO (stereo not given),12,2,15,-9,-7,25
CCCCCCC(C)C(=O)Nc1ccccc1 (stereo not given),-3,3,-17,11,-12,17
CC(=O)CCCCc1ccccc1,-9,-72,-1,-9,-8,-1
CS(=O)(=O)OCCCCOS(C)(=O)=O,12,2,0,9,-24,-10

Continuation.
canonical_smiles,yeast bub3,cln2 rad14,mlh1 rad18,yeast sgs1 mgt1,mec2-1,yeast rad50
CCOC(=O)c1ccc(-n2cnc(-c3ccc([N+](=O)[O-])cc3)c2)cc1,-1,-7,-16,-9,-7,-5
CCOC(=O)C1=C(C)NC(=O)NC1c1cc(OC)c(OC)c(OC)c1 (stereo not given),-16,-1,-21,-17,-30,-29
C=CCOC(=O)NC(CCC(=O)O)C(=O)O (stereo not given),3,11,21,19,0,21
OCC(O)COc1ccc(OCc2ccccc2)cc1 (stereo not given),-5,-22,-20,-3,-12,3
CC(=O)OCC1(O)OCC(OC(C)=O)C(OC(C)=O)C1OC(C)=O (stereo not given),8,-3,13,13,-3,12
NC(N)=N/N=C(/C=N/N=C(N)N)C(O)C(O)CO (stereo not given),-14&-18,-17&-39,-20&-20,3&-8,-8&-2,-10&-11
N#CN=Nc1cc(Cl)c(N=NC#N)cc1Cl,44,21,38,60,46,84*
CN(Cc1ccccc1)c1cc(=O)n(C)c(=O)[nH]1,26,14,-7,36,16,7
COC1OCC(O)C(N)C1O (stereo not given),6,-17,-5,-11,-13,-7
Cc1c(N)cccc1[N+](=O)[O-],98*,96*,98*,97*,99*,98*
COc1ccccc1N1C(=O)CC(Sc2ccccc2N)C1=O (stereo not given),nt,nt,13,nt,-19,-2
O=C(CCCl)Nc1ccc(C(=O)CCc2cccc(NC(=O)CCCl)c2)cc1,-1,22,6,8,3,29
COc1ccc2c(c1CCl)C(=O)OC2,12,-21,-1,-2,-9,14
c1ccc(/N=C2\c3ccccc3CN2c2ccccn2)nc1,9,-4,-1,-8,4,-22
COC(=O)C(Sc1ccc(Cl)cc1)C1SC(=S)N(C)C1=O (stereo not given),85*,37,58,66,42,62
CC(=O)NC1CCCCC1C1CCC([N+](=O)[O-])CC1 (stereo not given),7,13,6,-12,-2,13
CCC(CC)COC(=O)c1cccnc1,98*,97*,98*,98*,99*,98*
CCc1c(O)nc(Nc2nc3ccccc3[nH]2)[nH]c1=O,-33,-24,-56,-21,-22,-34
CCOC(=O)C1C(c2cccc(OC)c2O)c2cc3c(cc2OC1(C)N1CCCC1)OCO3 (stereo not given),25,3,50,34,16,31
CCN1C(=O)CS/C1=N/NC(=O)C(O)(c1ccccc1)C1C=CC=CC1 (stereo not given),0,10,5,3,-21,-10

Four of the compounds above, with each value named:
C1CCC(C2CCCC[N-]2)[N-]C1.C1CCC(C2CCCC[N-]2)[N-]C1.[Cl][Ru][Cl] (stereo not given)
  yeast bub3 = -1 | cln2 rad14 = 7 | mlh1 rad18 = 19 | yeast sgs1 mgt1 = 29 | mec2-1 = 9 | yeast rad50 = 47

CCCS(=O)(=O)CCC(=O)c1ccccc1
  yeast bub3 = 1 | cln2 rad14 = -14 | mlh1 rad18 = 3 | yeast sgs1 mgt1 = -9 | mec2-1 = -8 | yeast rad50 = -4

Cc1[nH]c(=O)nc(NNCc2ccc(Cl)cc2)c1C(=O)Nc1ccc(Cl)cc1
  yeast bub3 = -15 | cln2 rad14 = -3 | mlh1 rad18 = 3 | yeast sgs1 mgt1 = 17 | mec2-1 = 21 | yeast rad50 = 7

NS(=O)(=O)c1ccc(Cl)c2ccccc12
  yeast bub3 = 10 | cln2 rad14 = -11 | mlh1 rad18 = 41 | yeast sgs1 mgt1 = 33 | mec2-1 = -3 | yeast rad50 = 49

Later entries.
canonical_smiles,yeast bub3,cln2 rad14,mlh1 rad18,yeast sgs1 mgt1,mec2-1,yeast rad50
O=C(/C=C/c1ccccc1)N1CCCCC1,-9,-11,-18,-13,-7,-16
CC1=C(C(=O)OC(C)C)C(c2ccccc2[N+](=O)[O-])C(C(=O)OC(CO[N+](=O)[O-])CO[N+](=O)[O-])=C(C)N1 (stereo not given),87*,84*,82*,89*,88*,84*
N#Cc1ccc(NN=NCCCCCCl)cc1,16,8,2,1,-3,23
Cn1nnc2c1C(=O)c1ccccc1C2=O,-8,-50,-1,29,-14,1
CC(C)(C)OC(=O)N1CCc2c(n(C/C=C/c3ccccc3)[nH]c2=O)C1,2,0,-19,-5,-14,-30
C=CCNC(=S)N/N=C\c1cc(OC)c(OC)c(OC)c1,nt,nt,-35,nt,-44,-19
CC(O)(c1cccc(Cl)c1)C(c1ccccc1)c1ccccn1 (stereo not given),97*!,92*!,97*,98*,98*,98*
CC(=O)Nc1ccc(S(=O)(=O)Nc2c(N)[nH]c(=S)[nH]c2=O)cc1,10,-4,9,1,4,14
CCOC(=O)C(CN1CCN(CC(NC=O)(C(=O)OCC)C(=O)OCC)CC1)(NC=O)C(=O)OCC,1,0,-30,-12,-28,-17
CC1=CCC2N=C(c3ccccc3)CC2(C)C1=O (stereo not given),-46,-11,-17,24,22,27
CC1CCC2(NC1)OC1CC3C4CC=C5CC(OC6OC(CO)C(OC7OC(C)C(O)C(O)C7O)C(O)C6OC6OC(C)C(O)C(O)C6O)CCC5(C)C4CCC3(C)C1C2C (stereo not given),10,-6,-60,-8,-19,-6
CC1(C)OC(=O)C(=NNc2ccccc2[N+](=O)[O-])C(=O)O1,22,29,18,1,6,-7
O=C(NC12CC3CC(NC(=O)c4ccccc4)(CC(C1)c1ccccc13)C2)c1ccccc1,53,27,38,57,40,43
Clc1ccc(OCC2CO2)c(Cl)c1 (stereo not given),15,86*,97*,92*,92*,97*
COC(C)CCOC(=O)c1ccccc1 (stereo not given),-30,-30,-31,-14,-18,-33
CC(Cc1ccccc1)NN1CCOC(c2ccccc2)C1C (stereo not given),46,13,73*,64,57,32
Nc1ncnc2c1c1cncnc1n2C1OC(CO)C(O)C1O (stereo not given),7,16,17,-10,-5,10

Reprinted from the results shown, two compounds:
canonical_smiles,yeast bub3,cln2 rad14,mlh1 rad18,yeast sgs1 mgt1,mec2-1,yeast rad50
CC(Cc1ccccc1)NN1CCOC(c2ccccc2)C1C (stereo not given),46,13,73*,64,57,32
Nc1ncnc2c1c1cncnc1n2C1OC(CO)C(O)C1O (stereo not given),7,16,17,-10,-5,10
